# GRK2 aptamer HTS: compounds blocking aptamer binding on GRK2 – biochemical, human GRK2, bead flow cytometry, HTS, primary screen. inhibition of aptamer binding, % at 10 µM. Beta-adrenergic receptor kinase 1 (Homo sapiens), P25098. FAM-aptamer displacement from GRK2. AID 488847, 2010. 0.59% of 330,000 active;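 active = inhibition of aptamer binding above 40%, roughly 3 SD of noise, on plates passing a quality check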;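 note: median bead fluorescence of bound FAM aptamer so fluorescent compounds give negative values; no value below 0 was filed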
# PME-1 primary: PME-1 inhibitors via competitive probe labeling, primary screen, biochemical, fluorescence polarization, FP-Rh probe, HTS; Protein phosphatase methylesterase 1 (Homo sapiens), Q9Y570; recombinant PME-1; inhibition, % at 5.9 µM; 0.53% of 320,000 active; AID 2130, 2009;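 active = inhibition above the campaign mean of all compounds plus 3 SD, cut at about 26% in these data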;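 note: competitive labeling of PME-1 active site by serine hydrolase directed probe; 0% = PME-1 with DMSO and 100% = wells lacking PME-1 enzyme; inhibitors block probe labeling so polarization falls and inhibition rises; many of its hits are not listed in these tables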
# Target sequence (Q9Y570 whole entry, looked up): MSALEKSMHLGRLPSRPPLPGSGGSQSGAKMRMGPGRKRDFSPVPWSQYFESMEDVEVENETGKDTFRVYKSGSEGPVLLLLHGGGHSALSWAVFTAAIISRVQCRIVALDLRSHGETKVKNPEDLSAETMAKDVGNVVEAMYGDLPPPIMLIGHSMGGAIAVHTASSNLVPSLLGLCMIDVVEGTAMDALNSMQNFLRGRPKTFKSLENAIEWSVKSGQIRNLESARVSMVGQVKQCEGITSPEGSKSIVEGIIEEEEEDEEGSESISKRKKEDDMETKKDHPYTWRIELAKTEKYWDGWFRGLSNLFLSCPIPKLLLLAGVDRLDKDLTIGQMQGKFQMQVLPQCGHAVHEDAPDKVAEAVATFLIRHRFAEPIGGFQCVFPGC
# MCL1 BIM primary: inhibitors of MCL1 binding to BIM-BH3, primary screen, biochemical, fluorescence polarization | AID 2057, 2009 | inhibition, % at 10.9 µM | 0.68% of 320,000 active | GST-MCL1 / FITC-Bim-BH3 fluorescence polarization;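 active = inhibition above the mean inhibition of all tested compounds plus 3 SD, set per campaign, cut at about 40% in these data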;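 note: 0% = DMSO wells and 100% = unlabeled Bim-BH3 peptide control; higher means more loss of mP so more displacement of Bim peptide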
# Target sequence (Q07820 whole entry, looked up): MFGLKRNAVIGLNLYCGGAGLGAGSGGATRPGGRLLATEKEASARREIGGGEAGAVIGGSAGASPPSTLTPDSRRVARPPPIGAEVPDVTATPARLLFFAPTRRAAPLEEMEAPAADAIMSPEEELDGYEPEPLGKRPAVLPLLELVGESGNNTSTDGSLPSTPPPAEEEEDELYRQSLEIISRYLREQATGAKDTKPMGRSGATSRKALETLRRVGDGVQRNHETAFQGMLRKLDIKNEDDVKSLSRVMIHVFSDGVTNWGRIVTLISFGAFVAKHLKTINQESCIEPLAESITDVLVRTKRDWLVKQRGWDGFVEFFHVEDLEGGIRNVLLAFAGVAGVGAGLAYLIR
# VLA-4 inh: inhibition in human VLA-4 binding assay, primary screen, VLA-4 allosteric modulator project, MLPCN library, flow cytometry, VLA-4 expressing cells; 0.2% of 330,000 active; AID 2557, 2010; ligand binding flow cytometry; inhibition, % (about 7 µM as worked out from the volumes in the protocol); in the data active = inhibition above about 50%
# BCLXL inh: inhibitors of human Bcl-xL, primary screen, biochemical, fluorescence polarization, HTS. Bcl-2-like protein 1 (Homo sapiens), Q07817. GST-Bcl-xL / FITC-Bim BH3 peptide fluorescence polarization. inhibition, % at 10.9 µM. 0.7% of 320,000 active;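 active = inhibition above the mean of all tested compounds plus 3 SD, cutoff set per campaign, cut at about 30% in these data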;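 note: 0% = DMSO wells and 100% = unlabeled Bim-BH3 peptide competitor; inhibitors lower millipolarization by displacing the labeled peptide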
# Target sequence (Q07817 whole entry, looked up): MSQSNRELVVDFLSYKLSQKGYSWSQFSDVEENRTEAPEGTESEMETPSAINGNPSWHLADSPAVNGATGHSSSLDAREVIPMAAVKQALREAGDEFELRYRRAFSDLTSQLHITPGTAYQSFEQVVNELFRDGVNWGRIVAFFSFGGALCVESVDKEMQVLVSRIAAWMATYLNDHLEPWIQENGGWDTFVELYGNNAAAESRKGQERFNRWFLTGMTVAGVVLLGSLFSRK
# GLD-1 RNA inh: GLD-1/TGE RNA complex disruptors, primary screen, biochemical, fluorescence polarization; Female germline-specific tumor suppressor gld-1 (Caenorhabditis elegans), Q17339; purified GLD-1 + fluorescein TGE RNA; inhibition, % at 5.96 µM; 0.44% of 320,000 active;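 active = percent inhibition above a per-plate cutoff, the plate mean of test compounds plus 3 SD, cut at about 30% in these data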;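 note: 0% = DMSO wells with GLD-1 and probe and 100% = wells lacking GLD-1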
# MEX-5 binding: MEX-5 zinc finger RNA-binding disruptors – biochemical, C. elegans, fluorescence polarization, MLPCN library, primary screen | Zinc finger protein mex-5 (Caenorhabditis elegans), Q9XUB2 | MEX-5/FITC-TCR2 RNA binding; hits give low values | activity score (negative = inhibition of binding), % at 10 µM | 0.38% of 300,000 active | AID 1832, 2009;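 active = inhibition past about -25% in most replicates, and total fluorescence under double the plate's negative control median, limit read from the data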;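 note: 0% = DMSO and -100% = 5 µM competing unlabeled TCR2 RNA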
# Fam108B counter: mouse Fam108B serine hydrolase inhibitors, primary screen, counter-screen for RBBP9 inhibitor project, biochemical, fluorescence polarization; 0.33% of 300,000 active; inhibition, % at 9.51 µM; recombinant Fam108B, FP-Rh probe fluorescence polarization;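 active = inhibition above the screen mean inhibition plus 3 SD, computed separately per campaign, cut at about 18% in these data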;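 note: inhibitors lower polarization as less probe binds the enzyme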
# Efflux pump mplx: inhibitors of Candida efflux pumps in yeast, primary screen, S. cerevisiae, Nile Red, multiplex; S. cerevisiae Candida pump triplex; 0.44% of 330,000 active; AID 485275, 2010; inhibition, % at 10 µM;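 active = plate passing quality check with inhibition over a set limit, or well fluorescence over plate mean plus 4 SD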;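 note: Nile Red retained in pooled yeast measured as flow cytometry median fluorescence; 0% = buffer negative control and 100% = Enniatin B positive control; higher means more Nile Red kept so more efflux inhibition; some compounds called inactive have numbers as strong as hits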
# An asterisk follows results filed as active; i = inactive; nt = no result given. Not all compounds are listed, so the mix of outcomes need not match the whole.
SMILES,GRK2 aptamer HTS,PME-1 primary,MCL1 BIM primary,VLA-4 inh,BCLXL inh,GLD-1 RNA inh,MEX-5 binding,Fam108B counter,Efflux pump mplx
Cc1ccccc1NC(=O)c1cc(S(=O)(=O)N2CCOCC2)cs1,1,-1,1,10,5,-1,0.8,1,0.2
Cc1cc(/C=N/NC(=O)c2ccc(CN3CCOCC3)cc2)c(C)n1-c1ccccc1,4,6,14,8,1,-1,2.8,-5,0.0
CC(=O)c1cccc(NC(=O)N2CCc3ccccc3C2)c1,0,-2,-5,4,-5,-9,0.5,-1,0.0
COc1ccc(OC)c(NC(=O)Nc2ccc(Cl)cc2)c1,0,21,6,15,2,-2,0.4,23*,0.0
Cc1ccc(CSc2nnc(CNc3ccc(F)cc3)o2)cc1,1,5,3,6,6,3,2.3,3,-0.1
Cc1ccc(CN(C(=O)N2CCN(C)CC2)S(=O)(=O)c2ccc(C)cc2)cc1,2,4,5,15,-1,0,2.8,-1,0.1
O=S(=O)(c1ccc(Cl)cc1)N1CCN(C(=S)Nc2ccc(F)c(Cl)c2)CC1,4,7,15,i,2,0,3.1,-20,-0.3
COc1ccc(-c2noc(CN(C)S(=O)(=O)c3ccc(C)cc3)n2)cc1,4,5,-3,10,1,8,2.2,4,-0.1
CC(C)Cc1nnc(NC(=O)CCC(=O)Nc2ccc(F)cc2)s1,0,3,-1,-39,1,6,0.2,0,-0.1
COc1ccccc1OCC(O)Cn1c(=N)n(CCN2CCCCC2)c2ccccc21 (stereo not given),0,-3,13,15,7,4,2.0,-2,0.1
O=C(NC1CCCC(C(F)(F)F)C1)c1ccc([N+](=O)[O-])o1 (stereo not given),0,nt,nt,22,nt,9,nt,nt,0.1
COc1ccc(Cl)cc1C(=O)n1nc(C)cc1C,0,-1,-3,13,-2,4,1.7,-5,0.0
CC(C)NC(=O)[C@@H]1CSC2c3ccccc3C(=O)N21 (stereo not given in full),0,nt,nt,-6,nt,nt,-2.0,nt,-0.1
O=C(NCCOc1ccc(Cl)cc1)c1ccc2c(c1)OCCO2,0,-3,0,2,2,12,nt,nt,0.4
N#Cc1ccc(COC(=O)Cn2nnc(-c3ccccc3)n2)cc1,2,-3,-2,-10,4,14,1.4,-1,0.0
O=C(N/N=C\c1cn[nH]c1-c1ccccc1)c1cccs1,0,-1,-10,6,7,-3,0.6,3,0.0
CC(c1nc2ccccc2c(=O)[nH]1)N1CCN(C)CC1 (stereo not given),0,2,2,-1,3,-8,-2.0,-6,-0.1
O=C(O)CCC(=O)Nc1ccc(N2CCCCC2)c(C(=O)O)c1,0,-4,-2,4,-3,-3,-1.8,1,-0.2
Cc1csc(NC(=O)CN2C(=O)c3ccccc3S2(=O)=O)n1,0,5,7,34,3,4,-0.9,5,-0.1
COC(=O)c1cccc(NC(=O)/C=C/c2ccc([N+](=O)[O-])cc2)c1,7,2,-22,-14,-14,-15,0.4,4,-0.2
CN(C)C1=NCCN1CCc1ccccc1,2,0,-4,11,1,-10,nt,4,0.1
Cc1ccc(S(=O)(=O)NCCn2nc(C)nc2C)cc1,4,-1,8,3,9,9,1.4,-1,-0.2
O=C(NCCCl)Nc1ccccc1OCCOc1ccccc1NC(=O)NCCCl,0,2,-1,-11,-1,-9,0.9,-3,0.1
CC(Nc1c([N+](=O)[O-])c(=O)oc2ccccc12)c1ccccc1 (stereo not given),3,-1,3,9,1,-4,1.0,-2,0.3
CCN1/C(=C/C(C)=O)Sc2ccc(OC)cc21,1,-1,2,0,-1,0,-0.3,5,-0.2
C[C@@H](C(=O)N1CCN(C(=O)OC(C)(C)C)CC1)n1cc(CCC(=O)O)nn1,5,-1,-5,-4,4,-7,0.1,-2,0.0
Cc1ccc(C)c(OCCOCCN2CCOCC2)c1,0,2,-1,23,-2,-7,-0.9,4,0.1
COCCNC(=O)c1ccccc1NC(=O)Cc1ccccc1,0,-2,5,1,6,10,-3.0,-3,-0.1
CN1CCN(c2nnc(-c3ccccc3)c(-c3ccccc3)n2)CC1,1,-4,-4,27,-6,5,1.6,0,-0.1
CC(C)CCN1CCC(Cc2ccccc2)(NC(=O)c2ccccc2)C1=O (stereo not given),3,-5,4,8,0,3,nt,nt,0.1
COc1ccc(S(=O)(=O)N(C)CC(=O)N2CCCC2)cc1,0,-5,-14,27,-2,-10,2.8,-2,-0.2
CC(C)(O)C#Cc1ccc(C(=O)N2CCC(CCC(=O)NC3CC3)CC2)cc1,0,nt,nt,15,nt,nt,0.9,nt,0.1
CN(CCOC(=O)c1ccco1)Cc1ccccc1,0,0,-3,-4,0,1,1.7,-1,0.1
O=C(CS(=O)(=O)c1ccccc1)NCc1ccc(Cl)cc1,0,-2,-4,13,-1,-9,1.6,2,0.1
O=S(=O)(NC(=NC1CCCCC1)c1ccccc1F)c1ccccc1,0,1,-1,1,1,0,-1.1,0,0.1
CN1CCN(C(=O)c2cnn3c(C(F)F)cc(C4CC4)nc23)CC1,1,-5,14,1,7,7,-3.3,-2,-0.4
COc1ccc(-n2ncc(C(=O)N3CCN(c4ccc(F)cc4)CC3)c2C)cc1,1,-3,15,7,2,-3,1.8,-1,0.1
C=CCn1c(SCC(=O)NCc2ccccc2)nnc1C1CCCCC1,0,-6,0,-8,-2,-3,0.2,4,-0.1
O=C(Nc1nc2ccccc2n1CCN1CCOCC1)c1ccc(Cl)cc1,3,-1,-1,4,4,3,-0.3,-2,-0.1
COc1cccc2cc(C(N)=O)/c(=N\NC(=O)c3ccccc3)oc12,1,-1,10,0,4,-4,0.5,-2,0.1
Cc1nc(-c2ccc(F)cc2)c(CC(=O)N(C)CC(=O)Nc2ccc(Br)cc2C)s1,0,-6,-3,-5,-2,2,0.8,2,-0.2
CCOC(=O)N1CCN(C(=O)CCS(=O)(=O)c2ccc3c(c2)CC(C)N3C(=O)CC)CC1 (stereo not given),2,1,0,4,3,2,1.6,3,-0.1
CNS(=O)(=O)c1ccc(NC(=O)c2cncc(Br)c2)cc1,5,5,2,8,11,3,-3.4,2,0.0
CCc1noc(C)c1C(=O)Nc1nc(-c2cc(OC)ccc2OC)cs1,1,-3,-4,1,-2,1,0.8,-3,0.1
C=CCNC(=O)CSc1nnc(-c2ccncc2)n1CCc1ccccc1,2,-3,2,3,0,-2,1.3,-2,0.1
C=CCNC(=O)c1ccccc1Cl,0,2,7,14,3,0,nt,-5,0.0
O=c1c(-c2c(O)cc(O)c3c(=O)cc(-c4ccc(O)cc4)oc23)c(-c2ccc(O)cc2)oc2cc(O)cc(O)c12,3,-8,11,-21,3,3,nt,8,-0.2
O=C(CSc1n[nH]c(-c2ccncc2)n1)NCCc1ccccc1,2,7,-3,10,1,-1,0.2,-3,0.1
CS(=O)(=O)N1CCC(C(=O)NCc2ccc(F)cc2)CC1,1,3,4,-14,10,6,-0.7,1,-0.1
O=C(Nc1ccc(F)cc1)c1ccc(CSc2ccccc2)o1,5,-2,3,8,0,10,1.6,-3,0.1
COc1ccc(-c2nc3cnccn3c2NC2CCCCC2)cc1-c1cccc(Cl)c1,3,nt,nt,-19,nt,5,nt,nt,0.1
Cc1ccc(-n2c(C)nn(CCOc3ccccc3)c2=O)cc1,1,0,-9,16,-2,-2,1.8,1,0.0
Cc1cccc(C)c1NC(=O)CSc1nc2c([nH]1)c(=O)n(C)c(=O)n2C,5,-5,4,6,4,5,-0.5,1,0.1
N#Cc1c(NC(=O)c2cc([N+](=O)[O-])ccc2N2CCOCC2)sc2c1CCCC2,0,-2,12,2,7,3,-2.3,0,0.2
Cc1ccc(-c2nc(C)sc2CC(=O)OCC(=O)Nc2cccc([N+](=O)[O-])c2)cc1,2,1,-5,7,0,5,0.8,0,-0.3
Cc1onc(-c2ccccc2Cl)c1C(=O)N(C)CC(=O)Nc1ccc(F)c(F)c1F,2,-1,5,6,2,2,1.5,-2,0.1
COc1ccc(OC)c(S(=O)(=O)N2CCC(C(=O)NC3CCCCCC3)CC2)c1,0,-5,2,-3,1,5,1.6,-4,0.0
Cn1c(-c2ccc(C=O)s2)nc2c3ccccc3c3ccccc3c21,4,-5,-10,-50,4,-8,47,-21,-0.2
CC(C)C(=O)NCCc1nc2ccccc2n1C,0,1,5,13,3,8,1.8,-1,0.0
COC(=O)c1ccc(NC(=O)CN2CCC(NC(=O)c3ccco3)CC2)cc1,2,12,10,-3,6,0,0.5,1,0.0

# (further entries)
SMILES,GRK2 aptamer HTS,PME-1 primary,MCL1 BIM primary,VLA-4 inh,BCLXL inh,GLD-1 RNA inh,MEX-5 binding,Fam108B counter,Efflux pump mplx
Cc1ccc(S(=O)(=O)Nc2nc(C)c(C(=O)N/N=C/c3ccccc3)s2)cc1,23,-13,11,12,8,11,-2.3,7,0.0
CC(C)(C)c1cc2cccnc2n1Cc1cccc(F)c1,1,3,8,29,7,2,-0.5,1,0.1
CC(C)(C)OC(=O)C[C@@H]1C/C=C\C[C@H](CC(=O)N(CCO)Cc2ccccc2)C(=O)N[C@H](C(C)(C)C)COC1=O,0,nt,nt,6,nt,5,nt,nt,0.3
CCOC(=O)N1CCN(C(=O)COc2cc(=O)n(C)c3ccccc23)CC1,0,2,8,-1,6,10,-0.3,-4,0.1
CC(=O)Nc1ccc(C(=O)NNC(=O)C2CC2)cc1,0,nt,nt,-1,nt,nt,-0.3,nt,0.0
CN(C)S(=O)(=O)c1ccc(Cl)c(C(=O)NCCNC(=O)c2cc(S(=O)(=O)N(C)C)ccc2Cl)c1,0,1,-1,18,3,-1,0.1,0,0.1
CCOC(=O)c1cnc(-c2ccccc2)nc1Oc1ccc(C)cc1,1,2,1,8,5,-3,1.2,-1,0.2
CC(C)(C)c1ccc(NC(=O)COC(=O)c2ccc([N+](=O)[O-])s2)cc1,4,33*,-6,8,1,1,nt,12,0.1
COc1cccc(Nc2nc(N)nc(-c3oc4ccccc4c3C)n2)c1,0,-59,10,4,4,10,1.7,-32,-0.2
Cc1sc2ncn(-c3ccccc3)c(=O)c2c1C,0,-5,10,4,5,-3,-1.1,2,0.0
Cc1ccc(S(=O)(=O)NNC(=O)c2cccs2)c(C)c1,0,6,3,29,5,3,-2.0,0,0.0
COc1ccccc1CN1CC(C(=O)NCCc2cn[nH]c2)CCC1=O (stereo not given),2,-1,9,3,5,1,-0.1,-13,0.0
CCc1nnc(NS(=O)(=O)c2ccc(NC(=O)COc3ccc4ccccc4c3)cc2)s1,51*,-9,-11,12,-5,-6,3.5,-7,0.4
O=C1CC(c2cccc(Cl)c2)CC(O)=C1C=NC1CCCC1 (stereo not given),2,-2,0,21,-1,14,1.0,-2,0.1
COc1ccc2[nH]c(=O)c(CN(C(=O)c3ccncc3)C(C)C)cc2c1,1,-4,1,18,0,8,-1.4,-1,0.1
Cc1[nH]c2ccccc2c1N=Nc1ccccc1F,1,17,-6,2,1,9,0.3,13,0.3
